aDG glyco up = alpha-DG glycosylation activation | Pro5-aDG cells, alpha-DG glycosylation AlphaScreen (IIH6); 0% Pro5, 100% B10-LARGE cell signal | activation, % at 10 µM | 0.22% of 360,000 active;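 active = activation of at least 8% versus controls, or a plate z-score of at least 8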;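 also: Pro5 are CHO cells carrying HIG-tagged alpha-DG that lacks glycosylation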
NR2E3 ag-1 = human photoreceptor-specific nuclear receptor agonism. CHO-S Gal4-NCOR/VP16-NR2E3 two-hybrid, luciferase. AID 602229. 0.35% of 360,000 active. inhibition of corepressor binding, % at 3.98 µM. Q9Y5X4;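 active = inhibition above the mean of all tested compounds plus 3 SD, cut at about 70% in these data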;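 also: 0% = DMSO with NR2E3 transfected cells and 100% = cells lacking NR2E3 construct; higher means lower luciferase signal from less NR2E3 corepressor binding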
Target sequence (Q9Y5X4 whole entry, looked up, the tested form may be a part): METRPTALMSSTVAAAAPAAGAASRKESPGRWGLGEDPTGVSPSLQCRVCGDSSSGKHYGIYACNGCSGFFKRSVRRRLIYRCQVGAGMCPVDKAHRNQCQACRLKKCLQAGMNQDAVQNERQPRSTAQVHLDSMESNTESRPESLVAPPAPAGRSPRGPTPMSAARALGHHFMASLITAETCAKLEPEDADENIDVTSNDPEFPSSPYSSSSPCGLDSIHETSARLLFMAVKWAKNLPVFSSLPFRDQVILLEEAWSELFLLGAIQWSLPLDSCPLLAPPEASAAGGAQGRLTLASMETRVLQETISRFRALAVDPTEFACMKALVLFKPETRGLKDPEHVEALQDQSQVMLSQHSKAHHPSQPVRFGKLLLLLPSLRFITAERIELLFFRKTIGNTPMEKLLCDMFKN
Vif inh = inhibitors of HIV Vif. HEK293T cells, Vif self-association by quenched fluorescence, imaging, 24 h. inhibition, % at 7.49 µM. 0.35% of 340,000 active. AID 602346; in the data active = inhibition above about 50%, passing the limit was not always enough; inconclusive = no clear call, values can overlap the other calls; inactive = below about 31%; also: some results filed as inactive read as strong as hits
PDI turbidity = PDI (human) enzyme inhibition | P07237 | PDI insulin aggregation turbidity, A650, 90 min | inhibition, % at 10 µM | 0.052% of 350,000 active | AID 588391;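 active = mean inhibition across replicates of 30% or more, whatever share of single replicates reach that level; inconclusive = mean inhibition below 30% while every single replicate reaches 30%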;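 also: absorbance from insulin aggregation driven by PDI reduction with DTT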
Target sequence (P07237 whole entry, looked up): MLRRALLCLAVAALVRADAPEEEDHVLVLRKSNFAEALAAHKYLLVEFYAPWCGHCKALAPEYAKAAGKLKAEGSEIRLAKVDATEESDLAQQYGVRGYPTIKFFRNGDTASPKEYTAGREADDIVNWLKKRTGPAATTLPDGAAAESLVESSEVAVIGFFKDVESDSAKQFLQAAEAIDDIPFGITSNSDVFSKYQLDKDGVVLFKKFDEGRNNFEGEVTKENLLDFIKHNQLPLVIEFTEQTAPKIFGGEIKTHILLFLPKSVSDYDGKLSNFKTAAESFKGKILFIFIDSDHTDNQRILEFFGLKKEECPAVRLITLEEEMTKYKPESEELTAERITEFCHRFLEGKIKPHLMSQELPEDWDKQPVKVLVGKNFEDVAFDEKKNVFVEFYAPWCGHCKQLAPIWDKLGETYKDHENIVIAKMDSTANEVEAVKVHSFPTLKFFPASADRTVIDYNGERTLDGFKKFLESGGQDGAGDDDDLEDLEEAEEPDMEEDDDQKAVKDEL
CaV13 FRET inh = Primary screen for inhibitors of IQ motif and Ca2+-dependent inactivation inhibitor domain binding in CACNA1D, Förster resonance energy transfer in living cells, …. HEK cells, CFP/YFP FRET ICDI-IQ, plate reader, 10 min; percent FRET-ratio fall versus neutral wells. inhibition, % at 12.3 µM. 0.098% of 340,000 active. AID 743397;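 active = mean replicate inhibition of at least 30% and at least 1% of replicates passing that level; inconclusive = only one of the two criteria is met; inactive = neither criterion is met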;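 also: 0% = median of the neutral control wells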
Exocytosis inh = blocks lytic granule exocytosis; 0.66% of 360,000 active; AID 651702; inhibition, % at 10 µM; TALL-104 LAMP-1 surface exposure, flow cytometry; cells stimulated with thapsigargin and PMA;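 active = inhibition above about 55%, limit read from the data; inconclusive = no clear call, values can overlap the other calls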
NR2E3 ag-2 = activates human photoreceptor nuclear receptor NR2E3; GST-NR2E3/biotin-RetCOR TR-FRET, 1536-well; inhibition of corepressor binding, % at 4.78 µM; AID 2300; Q9Y5X4; 0.12% of 320,000 active;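 active = percent inhibition above the cutoff of mean plus 3 SD of all tested compounds, set per screening campaign, cut at about 20% in these data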;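 also: 0% = DMSO wells and 100% = biotin wells as full block of FRET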
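Material: NR2E3–RetCOR corepressor complex / Amount: 1.35 nM GST-NR2E3 / Medium: Tris pH 7.5 / Compound: single nominal compound dose of 4.8 µM / Incubation: 5 h at 4 °C / Technique: TR-FRET, Eu(K)-anti-GST donor, streptavidin-D2 acceptor, ex 340, em 617/671 nm / Read-out basis: percent loss of FRET ratio relative to control wells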
HIF-2a block = blocks HIF-2a reporter activity. 786-0 RCC cells HIF-2a reporter, luciferase luminescence, overnight. inhibition, % at 18.8 µM. 0.72% of 360,000 active. AID 624352;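 active = inhibition of the luminescence signal of 40% or more relative to plate controls, in a single-dose primary screen at 18.75 µM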
Peg3 promoter = reduces Peg3 promoter-driven luciferase expression in HeLa; HeLa PEG-Prom luciferase reporter, luminescence, overnight; 1.7% of 360,000 active; inhibition, % at 20 µM; AID 588405;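 active = inhibition of at least 50% at 20 µM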
iPSC survival up = enhancers of human iPSC single-cell survival. hiPSC single-cell survival, ATPlite luminescence; 100% = ROCK inhibitor wells, 0% = DMSO. survival enhancement, % at 20 µM. 0.044% of 360,000 active; in the data active = survival enhancement above about 18%;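 also: cells exposed to compounds for 16 hours before the ATP read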
MITF TRPM1 inh = MITF TRPM1 promoter inhibition in SK-MEL-5 cells; SK-MEL-5 TRPM1 promoter luciferase, 24 h; inhibition, % at 12.5 µM; 0.83% of 330,000 active;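 active = mean inhibition across replicates of 60% or more, whatever share of single replicates reaches that level; inconclusive = some that reach 60%, reason not given; inactive = mean inhibition across replicates below 60%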; also: values of inactives mirror those of a sister screen read the other way
* marks the source's active call; other numbers are inactive results; ? = inconclusive; nt = no result given. Compounds as they come (roughly 3.5% active in at least one column).

Molecule	PDI turbidity	aDG glyco up	NR2E3 ag-1	HIF-2a block	Exocytosis inh	Vif inh	CaV13 FRET inh	MITF TRPM1 inh	NR2E3 ag-2	iPSC survival up	Peg3 promoter
COc1ccc(-n2nnnc2SCC(=O)c2cc3ccccc3o2)cc1	-13	-0.4	14	0	0	nt	nt	-2	1	-0.6	2
CN(C)S(=O)(=O)N1CCN(CC(O)COc2ccc(C(=O)c3ccccc3)cc2)CC1 (configuration not stated)	-3	0.4	14	7	7	-13	0	8	5	2.4	6
CC1(C)CN2C(=O)c3ccccc3C2(C)S1 (configuration not stated)	-7	0.0	-9	8	-1	2	-1	0	0	-1.6	34
COc1ccc(C(=O)N2CCN(S(=O)(=O)c3ccccc3)CC2)c(OC)c1	-7	0.0	2	-13	-1	5	-8	16	-1	-2.2	2
CC(C)C(c1nnnn1CCc1ccccc1)N1CCOCC1 (configuration not stated)	-1	0.2	-20	17	0	4	-1	-5	2	1.5	5
CN1CCN(Cc2nc3ccccc3n2C)CC1CCO (configuration not stated)	7	-0.1	10	19	-14	-3	-6	nt	0	-0.8	5
COc1ccc(S(=O)(=O)N2CCC(C(=O)N[C@@H](C)C(=O)NCc3cccnc3)CC2)cc1	-4	-0.1	4	5	0	-1	-5	nt	nt	7.3	-6
Cn1c(=O)c([N+](=O)[O-])c(NCc2ccccc2)c2ccccc21	-5	2.9	-19	15	4	-1	-5	6	4	8.8	21
N/C(=N\OC(=O)c1cc(Cl)ccc1Cl)c1cccnc1	0	-0.1	-39	-172	-1	30	nt	-48	4	2.1	-227
COCCNC(=O)CSc1nc2cc3c(cc2c(=O)n1CCCC(=O)NCCc1ccc(OC)c(OC)c1)OCO3	1	0.0	1	4	-2	-11	6	14	1	-0.6	10
O=C(COC(=O)c1cccc(S(=O)(=O)N2CCCC2)c1)Nc1ccccc1	0	0.0	3	33	-1	-9	-7	-6	-1	-0.6	1
Cc1ccc(Nc2n[nH]c(C)c2[N+](=O)[O-])cc1C	-12	-0.3	-138	-211	10	3	-4	-49	2	0.2	-323

Profiles from above. Order of values: PDI turbidity | aDG glyco up | NR2E3 ag-1 | HIF-2a block | Exocytosis inh | Vif inh | CaV13 FRET inh | MITF TRPM1 inh | NR2E3 ag-2 | iPSC survival up | Peg3 promoter
CC1(C)CN2C(=O)c3ccccc3C2(C)S1 (configuration not stated) is listed with -7 | 0.0 | -9 | 8 | -1 | 2 | -1 | 0 | 0 | -1.6 | 34
CN1CCN(Cc2nc3ccccc3n2C)CC1CCO (configuration not stated) is listed with 7 | -0.1 | 10 | 19 | -14 | -3 | -6 | nt | 0 | -0.8 | 5

6 entries out of the list above, sorted by their value in PDI turbidity, high to low:
SMILES	PDI turbidity
CN1CCN(Cc2nc3ccccc3n2C)CC1CCO (configuration not stated)	7
COCCNC(=O)CSc1nc2cc3c(cc2c(=O)n1CCCC(=O)NCCc1ccc(OC)c(OC)c1)OCO3	1
N/C(=N\OC(=O)c1cc(Cl)ccc1Cl)c1cccnc1	0
Cn1c(=O)c([N+](=O)[O-])c(NCc2ccccc2)c2ccccc21	-5
CC1(C)CN2C(=O)c3ccccc3C2(C)S1 (configuration not stated)	-7
Cc1ccc(Nc2n[nH]c(C)c2[N+](=O)[O-])cc1C	-12

Continuation:
Molecule	PDI turbidity	aDG glyco up	NR2E3 ag-1	HIF-2a block	Exocytosis inh	Vif inh	CaV13 FRET inh	MITF TRPM1 inh	NR2E3 ag-2	iPSC survival up	Peg3 promoter
Cc1cccc(C)c1NC(=O)COC(=O)/C=C/c1ccc(S(=O)(=O)N2CCOCC2)cc1	6	-0.1	-7	9	-9	2	-3	6	nt	-0.5	-6
C=CCn1c(C)nnc1SCC(=O)NC1CC1	14	-0.1	-18	11	2	-3	-7	-2	3	-0.6	15
Cc1ccc(N2C(=O)CC(Sc3ncccn3)C2=O)cc1C (configuration not stated)	3	0.0	-8	8	-1	7	-5	-15	nt	0.8	14
Cc1ccc(NC(=O)COC(=O)c2ccc(Cl)nc2)cc1S(=O)(=O)N1CCCCC1	-9	-0.3	2	17	-4	1	-5	-2	0	0.1	8
C=CCNc1nc(=S)[nH]c2cc(OC)c(OC)cc12	2	0.2	-7	18	7	-3	-2	-14	-1	-0.1	6
O=C(CNC(=O)c1ccc2c(c1)OCO2)N/N=C/c1cc(Br)ccc1O	-7	0.5	-60	16	3	4	-3	18	3	0.0	34
CC(C)(C)c1ccc(C(=O)Nc2nonc2-c2nc3ccccc3[nH]2)cc1	27	0.3	5	0	?	-5	0	-7	0	1.5	2
CC(OC(=O)c1ccc2ncsc2c1)C(=O)N(C)C1CCCCC1 (configuration not stated)	-2	0.1	2	-1	-2	3	-5	5	0	-0.1	1
S=c1[nH]ncc2ccccc12	2	0.1	-5	-22	2	-3	-9	5	4	1.7	-10
COc1ccc(S(=O)(=O)NCC2CC3C=CC2C3)cc1OC (configuration not stated)	-5	0.3	-17	12	-1	-7	-6	-7	0	-0.4	19
O=C(OC1CCS(=O)(=O)c2sccc21)c1ccccc1 (configuration not stated)	7	0.4	13	2	0	8	-1	11	-2	-1.4	18
COc1cc(/C=N/NC(=O)c2cnn3c(C)cc(-c4ccccc4)nc23)ccc1O	3	-0.7	-7	-9	4	0	-5	-19	3	1.2	29
CCCn1nnc(NC(=O)c2cc(Br)ccc2OC)n1	-1	-0.1	-9	-14	-1	-8	-6	18	7	-1.0	5
COc1ccc(CCNC(=O)c2cc(C)oc2C)cc1	3	-0.2	7	-18	2	1	nt	-11	-2	-0.3	-18
Cc1noc(/C=C/N(C)C)c1S(=O)(=O)N1CCCC(C(=O)NCc2ccc(Cl)cc2)C1 (configuration not stated)	8	-0.2	18	18	-3	27	nt	3	0	2.7	30
CCN(CC1COc2ccccc2O1)C(=S)Nc1ccc(F)cc1 (configuration not stated)	-4	-0.1	-9	18	-8	-4	-5	8	1	-0.4	10
COC(=O)C1CC2(C(=O)OC)CC(C(=O)OC)(CC(C(=O)OC)C2=O)C1=O (configuration not stated)	6	0.0	0	10	1	12	-5	-3	nt	1.6	1
COC(CNC(=O)C1CCC(CNS(=O)(=O)c2c(C)cc(C)cc2C)CC1)OC (configuration not stated)	-4	-0.1	-12	15	-2	3	-4	1	-5	1.5	7
O=C(O)c1ccc2c(c1)N(Cc1ccccc1)C(=O)c1ccccc1S2=O (configuration not stated)	nt	-0.4	-6	8	0	2	-2	4	1	-0.1	0
NC(=O)CC(NC(=O)c1ccc(Br)cc1)c1ccc(NC2CCCCCC2)c([N+](=O)[O-])c1 (configuration not stated)	-5	-0.1	-21	-31	0	70*	nt	-33	6	-1.9	2
C#CCOCCOCCOCCNc1nc(N2CCN(C(=O)[C@H](CCC(=O)O)n3cc([C@@H](N)[C@H](C)CC)nn3)CC2)nc(N2CCN(C(=O)[C@H](CCC(=O)O)n3cc([C@@H](N)CCSC)nn3)CC2)n1	-2	0.0	-4	-4	2	0	-6	2	nt	5.3	-8
CS(=O)(=O)N(Cc1ccc(Cl)cc1)c1ccc(C(=O)NCCC2=CCCCC2)cc1	-7	0.3	10	33	3	5	-8	6	-3	3.9	19
O=C(N/N=C/c1ccc([N+](=O)[O-])cc1)c1cc2ccccc2o1	-4	-0.1	26	10	8	-1	-3	9	1	-0.6	-1
CCC(=O)/C=C1\Sc2ccc(OC)cc2N1CCO	0	0.3	-15	8	-1	-5	-7	-7	-1	-0.7	1
CC1CCN(S(=O)(=O)c2ccc(NC(=O)C3CCCCC3C(=O)O)cc2)CC1 (configuration not stated)	-3	0.0	-39	11	1	21	nt	11	nt	-2.7	0
Cc1ccc(C2NC(=O)c3sc(=S)n(-c4ccccc4)c3N2)cc1 (configuration not stated)	-2	-0.1	-30	-17	0	-13	-28	-3	1	-0.1	1
CC(Cc1cccs1)NC(=S)Nc1ccc(Cl)cc1 (configuration not stated)	6	0.7	-41	-99	0	-4	-10	-6	2	-2.9	-55
COc1ccc(-c2cc(C(F)(F)F)nc(-n3ccnc3C)n2)cc1	-7	0.5	6	7	-2	-3	-3	10	1	0.8	28
CCN1CC(CNC(=O)c2ccc3nc(Cc4cccc(Cl)c4)oc3c2)CC1=O (configuration not stated)	-8	0.1	1	-14	2	-3	-7	-7	2	0.1	-1
CCCCC(=O)NC(c1ccc([N+](=O)[O-])cc1)c1c(O)ccc2ccccc12 (configuration not stated)	-1	0.6	1	20	10	-21	-2	7	0	-1.5	38
CN(CCNC(=O)c1cccc(N2CCCC2=O)c1)Cc1ccccc1	6	-0.2	6	6	0	nt	-5	4	3	-0.8	5
Cc1cc(C)cc(-n2c3ccc(NC(=O)Cc4cccc5ccccc45)cc3c(=O)n2C)c1	-3	0.0	33	16	7	39	-5	nt	nt	-2.8	-21
Cc1ccc(Nc2nnc(SCC(=O)c3c(N)n(C4CC4)c(=O)[nH]c3=O)s2)cc1C	-15	-0.2	11	-142	5	-12	-6	-33	6	-0.5	-98
CCCn1c2ccccc2c2cn[nH]c(=O)c21	1	0.2	-7	17	7	-4	-12	-2	2	0.1	22
O=c1[nH]ccc2c([N+](=O)[O-])cccc12	0	-0.3	-23	19	-2	nt	-19	-4	-3	-0.5	1
COc1cc(S(=O)(=O)NC2CCCCC2C)ccc1-n1cnnn1 (configuration not stated)	-2	0.3	-3	18	-1	-3	-4	11	3	-1.3	-5
COc1cc(N2CCCC2)c(OC)cc1/C=C(/C#N)c1cccc(Br)c1	3	-0.7	-20	11	3	nt	nt	3	1	2.1	16
